Growth percent in the NCI-60 one-dose screen (48 h, 10 µM unless noted): 100 = growth as untreated, 0 = no growth, -100 = all killed.
MALME-3M – MALME-3M melanoma; 78,000 tested, 5.8% active; AID 1794766
T-47D – T-47D breast cancer. 79,000 tested, 5% active. AID 1794792
LOX IMVI – LOX IMVI melanoma; 79,000 tested, 7.4% active; AID 1794757
HS 578T – HS 578T breast cancer; 78,000 tested, 4.1% active; AID 1794788
SK-MEL-2 – SK-MEL-2 melanoma; 77,000 tested, 4.7% active
UACC-257 – UACC-257 melanoma | 78,000 tested, 4.4% active
SK-MEL-28 – SK-MEL-28 melanoma. 81,000 tested, 4.1% active. AID 1794761
SK-MEL-5 – SK-MEL-5 melanoma. 80,000 tested, 6.4% active
Active calls of the source: *; / = no result given; & = joins results of further samples; [ ] = remark or other dose. The calls were made as follows: active = growth percent below 10; inactive = the rest. Outcome played no part in choosing rows; any-hit rate near 11%.

Letter code: A = MALME-3M; B = T-47D; C = LOX IMVI; D = HS 578T; E = SK-MEL-2; F = UACC-257; G = SK-MEL-28; H = SK-MEL-5
O=c1ccc(N=Nc2ccc([N+](=O)[O-])cc2)ccc1O
  A: 22.9 | B: 16.8 | C: 3.9* | D: 34.8 | E: 28.1 | F: 21.9 | G: 41.1 | H: 9.1*

Cc1ccc(CCNc2ncnc(Cl)c2N)cc1
  A: 84.1 | B: 54.5&61.0 | C: 62.9&52.4 | D: 87.7 | E: 101.8&66.0 | F: 53.6&77.8 | G: 93.5&105.6 | H: 43.0&36.9

CS(=O)(=O)Nc1ccc(C(=O)NC(C(=O)NO)c2ccc(C3CCCC3)cc2)cc1 (stereo not given)
  A: 94.1 | B: 77.5 | C: 68.2 | D: 97.3 | E: 105.7 | F: 105.5 | G: 92.5 | H: 99.5

CC(=O)c1ccc(NC(=O)C(=O)c2c[nH]c3ccccc23)cc1
  A: 117.7 | B: / | C: 106.4 | D: 112.5 | E: 98.2 | F: 107.7 | G: 111.4 | H: 101.7

O=S1(=O)CCN(C2CCCCCC2)CC1
  A: 104.1 | B: 99.6 | C: 101.4 | D: 96.5 | E: 110.3 | F: 98.7 | G: 111.8 | H: 105.9

CCNC(=O)Oc1ccc(/C(=C(/C)Cc2ccc(OC)cc2)c2ccc(OCCN3CCCCCC3)cc2)cc1
  A: 108.5 | B: 35.9 | C: -22.0* | D: 67.2 | E: 87.0 | F: 76.7 | G: 75.3 | H: 66.2

CCCCN(CCCC)CCC(O)c1cc2ccc(C(F)(F)F)cc2c2cc(C(F)(F)F)ccc12 (stereo not given)
  A: 47.8 | B: 52.1 | C: -58.4* | D: 58.0 | E: 55.0 | F: 41.6 | G: 77.2 | H: 38.9

CC(=O)c1cc(S(=O)(=O)n2cc(C(=O)C(=O)Nc3ccncc3)c3ccccc32)ccc1Cl
  A: 96.9 | B: 83.3 | C: 87.8 | D: 97.6 | E: / | F: 110.0 | G: 108.3 | H: 104.7

O=C1c2ccccc2C(=O)N1CCCN1C(=O)c2ccccc2C1=O
  A: 103.0 | B: 100.1 | C: 114.2 | D: 113.8 | E: 104.1 | F: 108.1 | G: 119.6 | H: 101.6

COc1cc(C(SCc2ccccc2)SCc2ccccc2)ccc1O
  A: 93.0 | B: 78.8 | C: 86.7 | D: 86.3 | E: 97.9 | F: 84.8 | G: 98.2 | H: 102.3

OCCn1cc(-c2nc(-c3c[nH]c4ncccc34)cs2)c2cc(F)ccc21
  A: 84.9 | B: 35.2 | C: 65.5 | D: 70.9 | E: 66.2 | F: 87.8 | G: 89.8 | H: 63.0

O=C(NC(C(=O)O)C(O)c1ccccc1)C(Cl)Cl (stereo not given)
  A: 115.0 | B: 114.2 | C: 105.2 | D: 101.8 | E: 96.3 | F: 130.2 | G: 121.5 | H: 121.7

Oc1ccccc1C1=NC(c2ccccc2)NC(c2ccccc2)C1 (stereo not given)
  A: 112.0 | B: 88.8 | C: 95.1 | D: 118.0 | E: 101.1 | F: 116.4 | G: 114.4 | H: 103.3

CC(=O)n1nc(C(=O)OCc2ccccc2)c2cc(F)c(F)cc21
  A: 100.9 | B: 112.1 | C: 100.7 | D: 94.3 | E: 112.3 | F: 119.4 | G: 94.8 | H: 91.6

CS(=O)(=O)OCC1OC(n2ccc(NC(=O)c3ccccc3)nc2=O)CC1OS(C)(=O)=O (stereo not given)
  A: / | B: 110.1 | C: 100.8 | D: 103.8 | E: 120.4 | F: 92.2 | G: 98.8 | H: 104.7

COc1ccc2c(c1)CN(CCc1ccccc1)CO2
  A: 102.0 | B: 86.4 | C: 99.3 | D: 108.0 | E: / | F: 109.7 | G: 104.5 | H: 100.7

COc1ccc(Cl)cc1NC(=O)c1cc2c([nH]1)-c1nc(N)sc1CCC2
  A: 101.0 | B: 88.2 | C: 91.7 | D: 107.7 | E: 98.0 | F: 91.0 | G: 103.4 | H: 100.6

C[C@]12CC[C@H]3[C@@H](CCC4=CC(=O)CC[C@@]43C)[C@@H]1CC[C@@H]2c1csc(N)n1
  A: / | B: 24.8 | C: 59.3 | D: 104.1 | E: 62.9 | F: 49.6 | G: 82.8 | H: 9.0*

Cc1n[nH]c(=O)c2noc(C)c12
  A: 111.6 | B: 83.6 | C: 99.1 | D: 98.0 | E: 96.2 | F: 97.2 | G: 100.7 | H: 98.0

CC(=O)N(C)c1ccccc1
  A: 96.2 | B: 95.5 | C: 99.5 | D: 102.0 | E: 104.6 | F: 101.8 | G: 108.0 | H: 97.7

COC(=O)/C(CCC=C(C)C)=C1\[C@@H](OC(C)=O)C[C@@]2(C)[C@H]1CC(=O)[C@H]1[C@@]3(C)CC[C@H](NCc4ccccc4)[C@@H](C)[C@@H]3CC[C@@]12C
  A: 92.5 | B: 92.3 | C: 81.8 | D: 73.7 | E: 105.8 | F: 99.7 | G: 96.7 | H: 89.6

CN(C)/C=C1\CC(C(=O)NCc2ccc(Cl)cc2Cl)N(c2cccs2)C1=O (stereo not given)
  A: 106.3 | B: 71.2 | C: 98.1 | D: 89.8 | E: 95.6 | F: 84.1 | G: 105.1 | H: 93.3

CCNC(=O)CCCCC(=O)c1c(C)[nH]c(/C=C2\N=C(c3ccc[nH]3)C=C2OC)c1C
  A: 51.6 | B: -46.3* | C: -56.9* | D: 54.9 | E: 40.8 | F: 54.6 | G: 51.9 | H: 48.0

COc1ccc(-c2nc(-c3c[nH]c4ncccc34)cs2)cc1
  A: 73.7[100 µM] | B: 80.9[100 µM] | C: 94.7[100 µM] | D: 87.8[100 µM] | E: 104.8[100 µM] | F: 114.3[100 µM] | G: 109.4[100 µM] | H: 98.1[100 µM]

CCOC(=O)c1c(C(F)(F)F)n([O-])c2ccc(Cl)cc2[n+]1=O
  A: -84.5* | B: -53.0* | C: -86.8* | D: 13.8 | E: -57.2* | F: -70.6* | G: -32.8* | H: -93.2*

O=C(/C=C/c1ccccc1Br)c1cccc(OCCCOc2cccc(C(=O)/C=C/c3ccccc3Br)c2)c1
  A: 98.5 | B: 96.5 | C: 93.9 | D: 96.3 | E: 96.8 | F: 100.1 | G: 107.1 | H: 99.1

COc1ccc(/C(C)=C(\c2ccc(Cl)cc2)c2ccc(OCCN(C)C)cc2)cc1F
  A: 19.2 | B: 77.3 | C: -44.6* | D: 64.3 | E: 105.0 | F: 5.9* | G: 30.9 | H: 55.0

NC1(C(=O)N[C@@H](CCO)c2ccc(Cl)cc2)CCN(c2ncnc3[nH]ccc23)CC1
  A: 9.7* | B: 11.7 | C: 40.3 | D: / | E: / | F: 31.7 | G: 24.7 | H: 70.5

CNC(=O)C1(c2ccccc2)CCCCC1
  A: 109.4 | B: 104.7 | C: 106.9 | D: 113.0 | E: 121.9 | F: 104.6 | G: 98.3 | H: 107.3

N=C1CC(=O)NN1C(=O)c1cnc2n(c1=O)CCCCC2
  A: 105.1 | B: 107.4 | C: 97.5 | D: 106.1 | E: 117.7 | F: 96.0 | G: 111.7 | H: 100.2

The list goes on.
mol	MALME-3M	T-47D	LOX IMVI	HS 578T	SK-MEL-2	UACC-257	SK-MEL-28	SK-MEL-5
COc1ccc(C2=C(Nc3ccc(C(=O)Nc4ccccc4)cc3)C(=O)N(C)C2=O)cc1	93.7	68.8	84.6	110.1	85.1	87.6	110.9	96.2
CCCCCC[n+]1cccc(C(N)=O)c1	98.6	81.7	94.4	98.4	97.9	71.5	119.8	103.6
Nc1cc(N)nc(CS)n1	126.5	99.7	97.7	110.1	114.9	15.9	97.0	99.1
CCN(CC)CCSc1nc2ccccc2s1	107.8	100.3	94.8	113.6	112.0	105.3	114.3	99.6
Nc1ccc(F)c(F)c1	108.3	104.7	100.6	105.6	104.9	100.3	120.8	107.5
COc1cccc(C=O)c1OC(C)=O	96.5	111.7	97.7	109.5	119.4	101.6	101.4	101.2
Cc1nnc(NS(=O)(=O)c2ccc(N=Nc3c(N)nc(N)[nH]c3=O)cc2)s1	104.8	54.1	96.3	104.6	104.1	85.9	104.1	103.0
NC(=O)c1c(NC(=O)c2ccc(F)cc2F)sc2c1CCC(=O)C2	63.8	32.9	22.6	43.9	101.7	81.8	37.0	64.6
C[C@H]1c2[nH]c3ccccc3c2C[C@H]2C(=O)N(CCCCCCC(=O)NO)CC(=O)N21	41.4	61.0	-8.7*	66.7	76.3	63.0	78.9	83.0
CCCSc1nnc(-c2c(C)nc3ccc(C)cn23)o1	104.3	76.3	88.9	101.6	95.4	90.0	92.8	90.0
Cc1cc2c3c(c1)c(=O)cc(-c1ccccc1)n3C(C)C2 (stereo not given)	109.7	97.0	104.2	105.1	106.5	/	119.5	105.7
CC1=C(c2cc(-c3ccccc3O)[nH]c(=S)n2)C(c2ccccc2)NC(=S)N1 (stereo not given)	93.6	86.9	93.2	83.4	106.7	105.2	97.3	101.5
O=C1c2ccccc2NC(n2sc3ccccc3c2=O)N1c1ccccc1 (stereo not given)	105.9	96.4	87.9	106.0	99.5	119.7	115.5	104.7
O=C1CCC2(c3ccccc3)N1CCc1cncn12 (stereo not given)	108.2	96.9	98.4	105.0	104.3	104.4	112.2	100.7
COc1ccc(C2=NN(C(C)=O)C(c3ccc(Oc4ccc(Br)cc4)cc3)C2)cc1OC (stereo not given)	92.9	92.5	94.1	99.0	107.6	97.8	102.0	98.0
c1ccc(CNn2nnc3ccccc32)cc1	105.2	99.5	103.0	105.6	99.8	101.8	109.1	101.8
Cc1ccc(-c2cc(C(F)(F)F)nn2-c2ccc(S(N)(=O)=O)cc2)cc1	100.3	90.0	89.9	96.5	106.4	114.0	120.4	65.7
CCCSc1nnc(Nc2cccc(C)c2)s1	94.7	85.5	94.0	127.2	85.0	/	117.2	96.0
COc1ccc(C2=NN(C=O)C(c3cn(-c4ccccc4)nc3-c3ccc(Cl)cc3)C2)cc1 (stereo not given)	94.0	84.0	88.4	97.8	/	95.3	94.4	92.4
COc1ccc(C(=O)C[n+]2cccc(C)c2)cc1	132.5	108.5	109.7	100.0	105.5	103.7	115.9	110.7
CCN(CC)CC(=O)Nc1ccc2ncnc(Nc3ccc(Oc4cccc(F)c4)c(Cl)c3)c2c1	45.2	54.5	-42.0*	79.5	90.9	67.2	81.3	58.4
C/C=C/CCCCCCCCCC1CC(=O)OC1=O (stereo not given)	87.2	94.5	94.8	143.4	112.0	107.2	135.0	108.3
COc1ccc(/C=N/N=C(N)N)cc1	104.7	98.5	97.3	94.6	108.1	97.0	102.6	98.7
Cc1ccc2[nH]c(=O)c(C3CNC(=O)c4ccccc4N3)cc2c1 (stereo not given)	109.4	116.0	96.8	104.7	109.6	/	107.9	98.6

Among those listed so far, 2 have bromine:
mol	MALME-3M	T-47D	LOX IMVI	HS 578T	SK-MEL-2	UACC-257	SK-MEL-28	SK-MEL-5
O=C(/C=C/c1ccccc1Br)c1cccc(OCCCOc2cccc(C(=O)/C=C/c3ccccc3Br)c2)c1	98.5	96.5	93.9	96.3	96.8	100.1	107.1	99.1
COc1ccc(C2=NN(C(C)=O)C(c3ccc(Oc4ccc(Br)cc4)cc3)C2)cc1OC (stereo not given)	92.9	92.5	94.1	99.0	107.6	97.8	102.0	98.0

New compounds follow:
mol	MALME-3M	T-47D	LOX IMVI	HS 578T	SK-MEL-2	UACC-257	SK-MEL-28	SK-MEL-5
[O-]c1on[n+]2c1Cc1ccccc1C2	100.6	105.0	96.8	99.6	106.6	/	106.7	103.6
C#CCN1C(=O)c2cccc3c(-c4ccc(-c5nc6c7ccccc7c7ccccc7c6[nH]5)cc4)ccc(c23)C1=O	93.8	79.0	62.3	104.6	108.6	99.1	106.9	/
CC(C)c1ccc(NC(=O)Nc2ccc(NC(=O)c3ccccc3N)cc2)cc1	72.9	38.2	20.9	-3.9*	45.3	58.6	39.9	24.3
COC(C)CCOC(=O)COc1ccccc1 (stereo not given)	103.8	97.3	92.3	100.0	/	104.8	109.2	101.8
CCc1ccc(/C=C2\Oc3cc(C)c(Cl)c(C)c3C2=O)cc1	83.2	/	90.4	87.4	100.7	97.1	106.2	89.3

In the list so far, these contain two or more sulfur atoms:
mol	MALME-3M	T-47D	LOX IMVI	HS 578T	SK-MEL-2	UACC-257	SK-MEL-28	SK-MEL-5
COc1cc(C(SCc2ccccc2)SCc2ccccc2)ccc1O	93.0	78.8	86.7	86.3	97.9	84.8	98.2	102.3
CS(=O)(=O)OCC1OC(n2ccc(NC(=O)c3ccccc3)nc2=O)CC1OS(C)(=O)=O (stereo not given)	/	110.1	100.8	103.8	120.4	92.2	98.8	104.7
CCN(CC)CCSc1nc2ccccc2s1	107.8	100.3	94.8	113.6	112.0	105.3	114.3	99.6
Cc1nnc(NS(=O)(=O)c2ccc(N=Nc3c(N)nc(N)[nH]c3=O)cc2)s1	104.8	54.1	96.3	104.6	104.1	85.9	104.1	103.0
CC1=C(c2cc(-c3ccccc3O)[nH]c(=S)n2)C(c2ccccc2)NC(=S)N1 (stereo not given)	93.6	86.9	93.2	83.4	106.7	105.2	97.3	101.5
CCCSc1nnc(Nc2cccc(C)c2)s1	94.7	85.5	94.0	127.2	85.0	/	117.2	96.0
